Screens from PubChem.
LYPLA1 inh: counter-screen for PME1 inhibitors: inhibitors of human LYPLA1; AID 2174; O75608; inhibition, % at 5.9 µM; 0.16% of 320,000 active; recombinant LYPLA1, FP-Rh probe fluorescence polarization;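 active = inhibition above the mean of all tested compounds plus 3 SD, set per campaign, cut at about 14% in these data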;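 also: inhibitors block serine hydrolase probe labeling of LYPLA1 so polarization falls; 0% = enzyme with DMSO and 100% = wells lacking LYPLA1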
PAFAH1B3 inh: blocks human PAF acetylhydrolase 1B catalytic subunit 3; Q15102; recombinant PAFAH1B3, FP-rhodamine probe, fluorescence polarization; inhibition, % at 3.39 µM; 0.28% of 340,000 active;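 active = inhibition above the screen-wide average of all tested compounds plus 3 SD, cut at about 25% in these data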;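 also: 0% = enzyme with DMSO only and 100% = wells lacking PAFAH1B3 protein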
PME-1 primary: PME-1 (human) inhibition; inhibition, % at 5.9 µM; AID 2130; Q9Y570; recombinant PME-1, FP-Rh probe fluorescence polarization; 0.53% of 320,000 active;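 active = inhibition above the campaign mean of all compounds plus 3 SD, cut at about 26% in these data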;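 also: competitive labeling of PME-1 active site by serine hydrolase directed probe; 0% = PME-1 with DMSO and 100% = wells lacking PME-1 enzyme; inhibitors block probe labeling so polarization falls and inhibition rises; many of its hits are not listed in these tables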
pPAFAH FP inh: pPAFAH (human) enzyme inhibition; Q13093; recombinant pPAFAH, FP-rhodamine probe fluorescence polarization; inhibition, % at 3.39 µM; 1.5% of 330,000 active;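 active = inhibition above the mean inhibition across the screen plus 3 SD, cut at about 25% in these data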;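 also: inhibitors block binding of the rhodamine activity-based probe so polarization drops; 0% = enzyme with DMSO and 100% = wells lacking pPAFAH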
PAD4 FP inh: blocks human protein arginine deiminase 4; Q9UM07; AID 485272; 0.41% of 330,000 active; inhibition, % at 6.36 µM; recombinant PAD4, RCA probe fluorescence polarization;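 active = percent inhibition above a cutoff equal to the mean of all tested compounds plus 3 SD, cut at about 15% in these data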;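 also: 0% = PAD4 with RCA probe and DMSO and 100% = probe without PAD4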
PREPL inhibitor: inhibits the human prolyl oligopeptidase-like enzyme | 0.68% of 320,000 active | recombinant PREPL, fluorescence polarization activity-based probe | inhibition, % at 5.96 µM; in the data active = inhibition above about 43%;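 also: 0% = enzyme with DMSO and 100% = wells lacking enzyme; many of its hits are not listed in these tables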
Target sequence (Q4J6C6 whole entry, looked up): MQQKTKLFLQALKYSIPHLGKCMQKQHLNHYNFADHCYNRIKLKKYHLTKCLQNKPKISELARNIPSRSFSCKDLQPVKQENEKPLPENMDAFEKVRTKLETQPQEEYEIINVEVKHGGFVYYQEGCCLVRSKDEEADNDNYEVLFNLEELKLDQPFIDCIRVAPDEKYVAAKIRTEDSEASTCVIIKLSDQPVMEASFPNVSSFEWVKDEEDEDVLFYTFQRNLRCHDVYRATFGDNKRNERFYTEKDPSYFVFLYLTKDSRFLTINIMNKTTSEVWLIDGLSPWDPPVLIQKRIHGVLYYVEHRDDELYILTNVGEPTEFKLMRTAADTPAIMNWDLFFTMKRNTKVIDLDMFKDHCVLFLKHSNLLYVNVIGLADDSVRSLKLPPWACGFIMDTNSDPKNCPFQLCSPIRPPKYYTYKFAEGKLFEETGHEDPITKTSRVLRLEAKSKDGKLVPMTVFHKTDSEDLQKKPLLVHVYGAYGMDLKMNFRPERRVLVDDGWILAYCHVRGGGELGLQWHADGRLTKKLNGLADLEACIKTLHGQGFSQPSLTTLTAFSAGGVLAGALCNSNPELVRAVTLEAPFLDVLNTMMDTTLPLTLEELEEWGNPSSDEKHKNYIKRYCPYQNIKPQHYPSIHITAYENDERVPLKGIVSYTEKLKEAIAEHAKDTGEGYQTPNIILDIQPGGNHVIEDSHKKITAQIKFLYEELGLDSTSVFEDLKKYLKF
LYPLA2 inh: counter-screen for PME1 inhibitors: inhibitors of human LYPLA2; 0.38% of 320,000 active; AID 2177; O95372; inhibition, % at 5.9 µM; recombinant LYPLA2, FP-Rh probe fluorescence polarization;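 active = inhibition above the screen-wide mean plus 3 SD, limit set per campaign, cut at about 26% in these data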;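 also: 0% = LYPLA2 with DMSO and 100% = wells lacking LYPLA2 enzyme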
Target sequence (O95372 whole entry, looked up): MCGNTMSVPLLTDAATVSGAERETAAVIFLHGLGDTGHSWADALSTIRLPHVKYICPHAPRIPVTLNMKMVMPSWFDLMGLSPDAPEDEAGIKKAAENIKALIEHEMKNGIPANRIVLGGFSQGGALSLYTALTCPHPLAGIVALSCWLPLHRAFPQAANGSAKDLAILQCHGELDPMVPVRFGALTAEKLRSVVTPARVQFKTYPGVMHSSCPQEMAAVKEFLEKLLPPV
PAFAH1B2 FP inh: PAFAH1B2 (human) inhibition; P68402; recombinant PAFAH1B2, FP-rhodamine activity probe, fluorescence polarization; inhibition, % at 3.39 µM; 1.2% of 340,000 active; AID 492953;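 active = inhibition above the mean of all tested compounds plus 3 SD, cut at about 24% in these data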;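 also: 0% = enzyme with DMSO and 100% = wells lacking PAFAH1B2; many of its hits are not listed in these tables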
GSTO1 inh: counter-screen for RBBP9 inhibitors: inhibitors of human GSTO1; P78417; 1.1% of 300,000 active; recombinant GSTO1, activity-based probe fluorescence polarization; AID 1974; inhibition, % at 5.96 µM;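 active = inhibition above the campaign mean inhibition plus 3 SD, cut at about 35% in these data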;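 also: 0% = GSTO1-1 with DMSO and 100% = wells lacking GSTO1-1 enzyme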
The depositor's hits bear a star; x = not tested or not shown; & = joins results of further samples. This is a subset, so the mix of outcomes need not match the whole.

SMILES	LYPLA1 inh	PAFAH1B3 inh	PME-1 primary	pPAFAH FP inh	PAD4 FP inh	PREPL inhibitor	LYPLA2 inh	PAFAH1B2 FP inh	GSTO1 inh
COc1ccc2c(C)c(CC(=O)N3C[C@H]4C[C@@H](C3)c3cccc(=O)n3C4)c(=O)oc2c1	0	1	-6	4	3	19	7	1	-2
CN1C(=O)C(Cc2cccc3ccccc23)C(=O)N(C)C1=O	-4	-1	9	6	-1	0	-6	2	28
CCOC(=O)CN1C(=O)C2(C(C#N)=C(N)Oc3ccccc32)C(C(=O)OC)=C1C (centres undefined)	1	0	-10	-2	2	-11	3	0	8
O=C1CC(c2cccnc2)=NN1c1ccccc1	2	2	-4	2	52*	24	5	-2	31
COc1ccc(CCNCc2ccccc2F)cc1	-3	3	-3	5	0	-19	-2	8	2
CCCCNC(=S)N1CCn2cccc2C1c1cccnc1 (centres undefined)	3	2	5	-6	-5	6	-3	7	4
CCCCCCCSc1cc(OC)c(CCNC)cc1OC	1	3	2	-6	-3	17	-3	4	10
CCCCCn1c(=O)c(C(=O)Nc2c(C)n(C)n(-c3ccccc3)c2=O)c(O)c2ccccc21	1	7	-6	-2	-4	12	-4	-3	12
CCC[C@H](N[C@@H](CCC)[C@H](O)c1ccccc1)[C@H](O)c1ccccc1	-2	8	0	2	2	-7	-6	2	-3
O=c1[nH]c(=O)n(C2CCCCC2)c(O)c1C=NCCCn1ccnc1	-2	0	1	-1	-1	13	4	2	-12
C[N+]1(C)CCC(OC(=O)C(c2ccccc2)c2ccccc2)CC1	4	-3	-2	-2	3	16	13	-3	4
CCCCOCCCn1c(N)c(C(=O)OCCOC)c2nc3ccccc3nc21	-1	20	-2	-5	-11	-7	-7	4	38*
Cc1ccc(-c2nc3ccc(Cl)cc3n2OC(=O)N(C)C)cc1	1	6	-7	2	-3	0	-9	62*	11
CCCCCCNc1nc(OC)nc(N2CC3CC(C2)c2cccc(=O)n2C3)n1 (centres undefined)	2	-3	-9	-8	-3	12	-6	6	3
CC(C)NS(=O)(=O)c1ccc(OCC(=O)N2CCN(Cc3ccccc3)CC2)cc1	-1	-4	-13	11	0	-9	3	0	-3
CCCCCCC[n+]1ccc(-c2cc[n+](CCCCCCC)cc2)cc1	2	-1	-5	-3	-2	16	-2	1	-1
CCOC(=O)C1(c2ccccc2)CCN(CCC(=O)Nc2ccc(C(=O)OC)cc2)CC1	-1	10	-12	-3	-2	-10	2	0	x
COc1ccc(C=O)cc1O	1	-4	0	3	1	2	1	5	-1
Cc1nc2ccc(Br)cc2c(=O)n1-c1ccc([N+](=O)[O-])c(C(F)(F)F)c1	-3	5	8	-3	3	7	-4	-2	-4
Cc1cccc(OP(N)(N)=O)c1C	-3	-2	-4	-5	-3	0	-5	-6	2
O=CC(Br)P(=O)(N1CCOCC1)N1CCOCC1 (centres undefined)	0	x	-4	-2	1	-1	-5	x	2
O=C1NC(=O)N(Cc2ccc(F)cc2)C(=O)/C1=C/c1cccs1	-19	8	-28	-9	-5	-32	-34	22	-6
CCOC(=O)C(O)(c1cn(C)c2ccccc12)C(F)(F)F (centres undefined)	0	7	-4	3	-2	9	8	10	1
O=C(Cc1ccccc1)OCCN1CCOCC1	4	6	4	-1	-6	0	11	0	-4
O=C1/C(=C/c2ccccc2Cl)N2CCC1CC2	-1	-3	-1	2	1	-12	-3	3	5
O=[N+]([O-])c1cnc[nH]1	-2	-10	-5	-1	1	9	7	-5	6
C[C@]12CCC3C(CC[C@H]4C[C@@H](O)CC[C@]34C)C1CC[C@@H]2N (some centres undefined)	x	3	x	-4	-2	19	x	1	x
Oc1cc2c(cc1CN1CCN(c3ccccc3F)CC1)OCO2	3	2	2	6	0	13	10	-2	12
COc1ccc(N2C(=O)NC(=O)/C(=C\c3ccc([N+](=O)[O-])s3)C2=O)cc1	-6	24	-5	38*	-44	24	-3	21	32
CCC(=O)C(CCN1CCOCC1)(c1ccccc1)c1ccccc1	0	3	1	1	-1	1	3	10	0
N#Cc1c(N2CCNCC2)nc(-c2ccco2)c2c1CCCC2	-1	-4	3	-10	0	12	-10	5	1
Cc1n[nH]c(C)c1CCN	3	-2	0	1	-3	-5	4	0	3
CC(=O)Cc1c[nH]c2ccccc12	1	x	0	5	-7	12	2	x	-6
COC(=O)C1=C(c2ccc(OCc3ccccc3)cc2)C[C@@H]2CC[C@H]1N2C(=O)NCCCc1ccccc1	-1	1	-5	3	0	-15	-6	4	x
C=C1C[C@@H]2[C@H](CC[C@]3(C)C(=O)CC[C@@H]23)[C@@]2(C)C=CC(=O)C=C12	1	x	-1	0	-1	2	4	x	-4
COC(=O)C1=C(c2ccc(OC)c(OC)c2)C[C@@H]2CC[C@H]1N2C(=O)NCCO	2	10	2	2	5	6	4	6	x
O=C(O)C(O)(c1ccccc1)C1CCCC1 (centres undefined)	3	6	-6	-1	-10	-8	2	10	-4
CNCC(=O)c1ccccc1	-1	x	-1	1	-2	2	1	x	0
CCC(=O)Nc1ccccc1	-1	3	-1	1	1	1	-2	-1	-9
O=c1[nH]c(=O)n(-c2ccccc2)c(O)c1/C=C/C=Nc1ccccc1	-4	-2	-9	2	-4	-3	-5	-2	-1
O=c1[nH]c(CN2CC=C(c3ccccc3)CC2)nc2scc(-c3cccs3)c12	-11	0	-8	9	-2	0	-13	-2	-3
C=C1C/C(=C/C)C(=O)O[C@@H]2CCN3CC=C(COC(=O)[C@]1(C)O)[C@H]23	0	8	4	0	-3	17	9	0	5
COC(=O)C1=C(c2cccc(OC)c2OC)C[C@@H]2CC[C@H]1N2C(=O)NC1CC1	-2	3	5	-1	-1	0	-2	1	0
NC(=O)c1cc(N2CC2)c([N+](=O)[O-])cc1[N+](=O)[O-]	-1	4	-4	3	0	-13	3	1	16
COc1ccccc1OCC#CCN1CCCCCC1	-2	5	-7	0	-4	8	0	5	11
O=c1[nH]c2ccccc2n1C1CCN(CCCC(c2ccc(F)cc2)c2ccc(F)cc2)CC1	-4	0	-3	10	-1	-7	2	8	4
CCOc1ccc(-n2c(O)c(/C=C3\C=Nc4ccccc43)c(=O)[nH]c2=O)cc1	-5	-1	0	-2	0	11	-13	6	0
COC(=O)C1=C(c2ccc(F)cc2OCc2ccccc2)C[C@@H]2CC[C@H]1N2C(=O)NCc1cccc(F)c1	-2	1	0	0	0	3	-9	2	x
O=C(O)c1cn(Cc2ccccc2)nc1-c1ccccc1	-6	8	-6	-7	-8	5	-3	6	4
C=C[C@H]1CN2CC[C@H]1C[C@H]2[C@H](O)c1ccnc2ccccc12	3	3	-1	5	-1	4	3	0	6
O=C(Nc1ccc2ccccc2c1)N1C[C@H]2C[C@@H](C1)c1cccc(=O)n1C2	-1	5	3	1	2	-5	-1	1	8
CCCNc1nc(OC)nc(N2CC3CC(C2)c2cccc(=O)n2C3)n1 (centres undefined)	1	-1	0	-3	-1	10	3	0	-12
O=C(c1ccccc1)C1NC1c1ccccc1 (centres undefined)	0	14	1	3	1	-3	4	6	1
CCOP(=O)(OCC)OCC	-1	8	-5	-6	-1	2	0	-4	x
CCNCC1(c2ccc(OC)c(OC)c2)CCCC1	0	0	-4	1	1	-24	1	5	-7
Cc1cc(C(=O)Nc2ccc3c(c2)OCCO3)nn1C(C)(C)C	-4	5	-3	2	2	-2	1	-1	4
CC1=[N+]([O-])C2(N)CCc3nonc3C2(O)C1 (centres undefined)	3	0	-2	-4	6	-2	-1	7	8
Nc1c(C(=O)NC2CCCC2)c2nc3ccccc3nc2n1CC1CCCO1 (centres undefined)	-4	26*	13	17	19*	11	-7	2	66*
C[n+]1c(-c2ccccc2)cc(-c2ccc(O)cc2)cc1-c1ccccc1	-2	0	-7	-3	-2	1	-7	1	9
Cc1cc(Cc2c(O)[nH]c(=S)[nH]c2=O)ccc1OC(C)C	0	5	0	3	2	4	-3	7	10
Further compounds
SMILES	LYPLA1 inh	PAFAH1B3 inh	PME-1 primary	pPAFAH FP inh	PAD4 FP inh	PREPL inhibitor	LYPLA2 inh	PAFAH1B2 FP inh	GSTO1 inh
CCOC(=O)c1c(C)n(C(C)C)c2ccc(OC)cc12	-2	-2	-3	6	0	11	-10	6	4
CCOP(=S)(OCC)N1CCOCCOCCN(P(=S)(OCC)OCC)CCOCCOCC1	4	2	2	5	1	7	6	4	-3
COc1ccccc1-n1c(O)c(C=NCCN2CCNCC2)c(=O)[nH]c1=O	6	7	3	2	-6	2	6	-2	-1
CC(=O)N1N=C2C3CCN(CC3)C2C1c1ccc(F)cc1 (centres undefined)	1	7	6	2	-4	4	-5	7	4
CC(C(N)=O)N1CC(c2ccccc2)CC1=O (centres undefined)	5	-6	-2	-2	-7	15	4	3	25
O=C(NC1CONC1=O)OCC(Cl)(Cl)Cl (centres undefined)	1	0	-8	-2	-7	-3	-6	3	2
CCc1ccc(N2C(=O)NC(=O)/C(=C/c3cccn3CCOc3ccc(C)cc3)C2=O)cc1	-2	9	-13	2	-9	-13	-11	8	13
O=C(c1cc2ccccn2n1)N1CCC2(CC1)OCCO2	-2	2	-1	1	1	3	1	0	8
Cc1nn(Cc2ccccc2)c(Cl)c1C(=O)NC1CCCc2ccccc21 (centres undefined)	-3	5	3	0	0	-5	-7	4	2
Cc1cc(OC(=O)N(C)C)n(-c2ccccc2)n1	1	5	2	-2	-3	14	-5	4	8
COc1cc(CN2CCCC(C(=O)c3sccc3C)C2)cc(Cl)c1O (centres undefined)	-3	3	-7	6	-4	1	2	-2	6
CC(=O)N1CCC(N2CCCC(C(=O)c3cccc(Cl)c3)C2)CC1 (centres undefined)	-1	-1	-7	0	2	2	6	-1	1
C[C@]12CC[C@H](O)CC1=CC(=O)C1C2CC[C@]2(C)C(=O)[C@H](O)CC12 (some centres undefined)	x	5	x	-8	0	18	x	5	x
OC(c1ccc(F)cc1)C(c1ccccc1)N1CCOCC1 (centres undefined)	1	0	-3	0	4	-8	7	5	6
CCC(C)N=Cc1c(O)n(-c2ccccc2)c(=O)[nH]c1=O (centres undefined)	1	0	-1	-1	2	4	6	0	-3
C[C@]12CC[C@H](OS(=O)(=O)O)CC1=CC[C@@H]1[C@@H]2CC[C@]2(C)C(=O)CC[C@@H]12	0&-1	4&5&0	-17&-10	-8&5	-4&1	-17&0	6&1	8&8&1	1&1
c1ccc2c(CN3CCCCCCC3)c[nH]c2c1	-3	-3	-4	1	-2	31	2	-4	10
O=C(CN1CCCCC1)NCC(=O)Nc1ccc(Br)cc1C(=O)c1ccccc1	-1	3	3	2	-4	15	7	0	-2
Cc1nc2ccccc2c(=O)n1-c1ccc(F)cc1F	-1	4	-3	-2	5	3	0	6	-5
Cc1c(NP(=O)(C(C)(C)C)C(C)(C)C)c(=O)n(-c2ccccc2)n1C	1	3	-1	0	0	-6	14	5	-3
Cn1c(O)c(C=Nc2cccc(C(F)(F)F)c2)c(=O)n(C)c1=O	-2	9	-7	-10	1	8	-4	7	-6
CCc1nc2ccccc2c(=O)n1-c1ccc2ccccc2c1	1	1	4	-2	-2	-9	8	1	1
CCOc1ccccc1OCC(=O)Nc1ccc(Cl)cc1C(=O)c1ccccc1	-3	4	0	3	-1	6	1	-3	3
N[C@@H](CCl)C(=O)O	0	4	-5	-2	5	-12	2	1	3
O=[N+]([O-])/C=C1\NCCN1Cc1ccc(Cl)nc1	-2&-3	-6&-2	-5&-1	1&-1	3&-3	3&-5	2&0	-3&-2	11&-2
O=c1[nH]c(=O)n(Cc2ccccc2)c(O)c1/C=C1\C=Nc2ccccc21	-9	0	-2	-3	-6	10	-4	13	11
